ATG4B inh: inhibitors of human ATG4B cysteine protease | ATG4B cleavage of LC3-PLA2, NBD-HPC fluorescence, 1 h | inhibition, % at 8.33 µM | hit rate 0.51% among 340,000 | AID 504462; in the data active = inhibition above about 40%
SENP1 inh: blocks the human SENP1 SUMO protease catalytic domain. Q9P0U3. recombinant SENP1 catalytic domain, CyPet-SUMO1-YPet FRET cleavage. inhibition, % at 10 µM. hit rate 0.21% among 360,000;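 active = inhibition at least 30% at 10 µM, raw YFP signal under a set limit, fluorescence ratio 0.5 to 1.5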;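 note: 0% = enzyme with DMSO and 100% = no enzyme wells; some results filed as inactive read as strong as hits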
Target sequence (Q9P0U3 419-644 limits assumed): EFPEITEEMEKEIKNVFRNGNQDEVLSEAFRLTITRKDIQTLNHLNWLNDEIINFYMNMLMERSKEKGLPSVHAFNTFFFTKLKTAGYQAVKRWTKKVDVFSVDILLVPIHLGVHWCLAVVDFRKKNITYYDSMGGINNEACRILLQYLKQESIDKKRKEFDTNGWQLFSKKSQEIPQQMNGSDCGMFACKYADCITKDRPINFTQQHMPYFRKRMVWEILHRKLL
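Test system: hSENP1 catalytic domain, recombinant; Amount: 20 pM final SENP1 enzyme; Medium: Tris pH 8 buffer plus EDTA, NaCl, BME, BSA, NP40, catalase; Schedule: 50 min enzyme reaction, room temperature, light-protected; Technique: FRET fluorescence in CFP and YFP emission channels; Controls: no-enzyme wells low, DMSO-plus-enzyme wells high control.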
SENP8 inh: SENP8 (human) protease inhibition; Q96LD8; recombinant SENP8, Nedd8 substrate fluorescence; inhibition, % at 20 µM; hit rate 0.64% among 360,000; AID 602440; in the data active = inhibition mostly above about 40%, no sharp cut-off; inactive = mostly below about 27%
Target sequence (Q96LD8 whole entry, looked up): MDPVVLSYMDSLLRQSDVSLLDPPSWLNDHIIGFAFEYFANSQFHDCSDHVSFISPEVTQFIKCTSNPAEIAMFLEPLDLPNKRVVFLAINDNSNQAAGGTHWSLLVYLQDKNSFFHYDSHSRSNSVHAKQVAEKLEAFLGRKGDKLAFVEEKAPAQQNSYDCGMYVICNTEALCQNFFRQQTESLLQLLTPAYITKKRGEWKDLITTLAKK
hIAP act: increases human intestinal alkaline phosphatase activity; P09923; activation factor at 10 µM; hit rate 0.16% among 330,000; purified human IAP, CDP-Star luminescence, 30 min; stronger effect = higher value; 1 = vehicle-only enzyme, 0 = enzyme-free background;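 active = activation factor of the enzyme at least 2-fold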; note: the source names both 10 and 20 µM as test concentration; values of inactives mirror those of a sister screen read the other way
Target sequence (P09923 whole entry, looked up): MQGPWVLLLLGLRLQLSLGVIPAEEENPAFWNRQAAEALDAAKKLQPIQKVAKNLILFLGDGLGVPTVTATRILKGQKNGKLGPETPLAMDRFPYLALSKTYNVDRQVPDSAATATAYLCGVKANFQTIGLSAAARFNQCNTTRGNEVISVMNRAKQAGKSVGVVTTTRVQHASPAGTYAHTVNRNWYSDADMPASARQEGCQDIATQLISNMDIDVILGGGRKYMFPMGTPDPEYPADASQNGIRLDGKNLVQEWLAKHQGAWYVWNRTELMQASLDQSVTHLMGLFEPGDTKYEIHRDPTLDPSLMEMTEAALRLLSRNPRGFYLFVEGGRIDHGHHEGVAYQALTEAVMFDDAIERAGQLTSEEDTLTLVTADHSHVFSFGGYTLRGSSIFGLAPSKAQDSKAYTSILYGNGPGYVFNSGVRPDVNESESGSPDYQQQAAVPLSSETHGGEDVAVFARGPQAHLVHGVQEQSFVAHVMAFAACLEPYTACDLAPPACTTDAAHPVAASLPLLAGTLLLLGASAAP
NR3A LBD binder: modulators (binders) of human NR3A ligand-binding domain; NR3A LBD differential scanning fluorimetry, Tm shift; 0% = protein alone, 100% = glycine-bound protein; Tm shift relative to glycine control, % at 25 µM; hit rate 2.5% among 340,000;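 active = melting temperature shift of at least 10% of the positive control shift, at one fixed dose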
PfG6PD inh: PfG6PD (Plasmodium falciparum) enzyme inhibition; hit rate 0.78% among 350,000; AID 504690; inhibition, % at 20 µM; PfGluPho enzyme, NADPH resazurin-diaphorase fluorescence;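 active = inhibition reaching at least a set limit at 20 µM in the primary screen, cut at about 59% in these data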;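 note: 0% = DMSO wells with substrate and 100% = DMSO wells lacking glucose-6-phosphate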
SENP6 block: blocks the human protease SENP6. Q9GZR1. Recombinant SENP6 catalytic domain, aminoluciferin luminescence. hit rate 1.8% among 330,000. inhibition, % at 10 µM;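 active = inhibition above about 50% at the single tested dose, limit read from the data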;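 note: plate controls were DMSO wells with enzyme for no effect and DMSO wells lacking enzyme for full effect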
MPTP inh: blocks calcium-induced mitochondrial swelling | isolated mouse mitochondria, Ca2+ swelling absorbance, 30 min | inhibition, % at 10 µM | hit rate 1.4% among 360,000;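 active = inhibition of 50% or more, scaled per plate between neutral and stimulator controls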;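 note: 0% = DMSO wells given calcium and 100% = 1 mM EGTA wells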
The depositor's hits bear a star; x = no result given.

Codes: A = ATG4B inh; B = SENP1 inh; C = SENP8 inh; D = hIAP act; E = NR3A LBD binder; F = PfG6PD inh; G = SENP6 block; H = MPTP inh
CCCCn1c(SCC(=O)Nc2nnc(C)s2)nnc1-c1ccoc1C
  A = -8 | B = 0 | C = 14 | D = 0.93 | E = 1 | F = -48 | G = -9 | H = 0.9
CS(=O)(=O)N(CC(=O)NCC1CCCO1)c1ccc(F)c(Cl)c1 (configuration not stated)
  A = 4 | B = 1 | C = 51* | D = 1.2 | E = -12 | F = 10 | G = -9 | H = -2.5
COc1ccc(CCNC(=O)CCCc2ccccc2)cc1
  A = 2 | B = -1 | C = 5 | D = 0.95 | E = 0 | F = -11 | G = 0 | H = -0.1
CCn1ncc(Cl)c1C(=O)Nc1cc([N+](=O)[O-])ccc1OC
  A = -1 | B = 2 | C = 14 | D = 1.1 | E = 2 | F = -12 | G = 2 | H = -1.6
O=C(NCc1ccccc1)c1cccnc1
  A = 5 | B = -6 | C = 11 | D = 1.2 | E = 0 | F = 1 | G = 7 | H = 2.8
N#CC(c1ccc(Cl)cc1)c1ncc(C(F)(F)F)cc1Cl (configuration not stated)
  A = 3 | B = 0 | C = 2 | D = 0.96 | E = 14* | F = -2 | G = -7 | H = 2.4
COc1ccccc1OCCCCCNCCO
  A = 0 | B = 0 | C = 2 | D = 1.1 | E = -1 | F = -4 | G = -16 | H = -0.4
CCOC(=O)N1CCN(C(=O)c2ccc(OCC)c(OCC)c2)CC1
  A = 4 | B = 0 | C = 10 | D = 1.1 | E = 10* | F = -15 | G = -4 | H = 1.3
Cc1ccc(NC(=O)CN2C(=O)NC3(CCCCC3C)C2=O)cc1S(=O)(=O)N1CCCCC1 (configuration not stated)
  A = -9 | B = 1 | C = 19 | D = 1.1 | E = 1 | F = -7 | G = -20 | H = -0.8
Cc1ccc(C)c(-n2c(-c3ccncc3)n[nH]c2=S)c1
  A = 1 | B = 2 | C = -24 | D = 1.1 | E = 1 | F = 24 | G = -21 | H = 0.5
CC(c1ccon1)N(C)C(=O)c1cccc(OC2CCN(S(C)(=O)=O)CC2)c1 (configuration not stated)
  A = x | B = 0 | C = 9 | D = x | E = x | F = 5 | G = x | H = -0.3
COc1ccc(CCOC(=O)c2ccc(NC(=O)CC#N)cc2)cc1
  A = -12 | B = -10 | C = -18 | D = 1.1 | E = -1 | F = 3 | G = -2 | H = 1.0
Cc1ccc(-n2c(C)cc(/C=N/NC(=O)CC3(C)OCCO3)c2C)c(C)c1
  A = -11 | B = -10 | C = -29 | D = 1.2 | E = -3 | F = 8 | G = 3 | H = -0.9
COc1ccc(-n2c(SCC(=O)NCc3ccco3)nnc2-c2c[nH]c3ccccc23)cc1
  A = -2 | B = 2 | C = 15 | D = 0.83 | E = -4 | F = 10 | G = -14 | H = -1.6
O=C(O)CSc1cc(C(F)(F)F)nc(-c2ccccn2)n1
  A = -5 | B = 2 | C = 15 | D = 1.2 | E = 1 | F = -5 | G = 5 | H = -1.4

Structural class, the entries above with a Cl atom
Codes: A = ATG4B inh; B = SENP1 inh; C = SENP8 inh; D = hIAP act; E = NR3A LBD binder; F = PfG6PD inh; G = SENP6 block; H = MPTP inh
CS(=O)(=O)N(CC(=O)NCC1CCCO1)c1ccc(F)c(Cl)c1 (configuration not stated)
  A = 4 | B = 1 | C = 51* | D = 1.2 | E = -12 | F = 10 | G = -9 | H = -2.5
CCn1ncc(Cl)c1C(=O)Nc1cc([N+](=O)[O-])ccc1OC
  A = -1 | B = 2 | C = 14 | D = 1.1 | E = 2 | F = -12 | G = 2 | H = -1.6
N#CC(c1ccc(Cl)cc1)c1ncc(C(F)(F)F)cc1Cl (configuration not stated)
  A = 3 | B = 0 | C = 2 | D = 0.96 | E = 14* | F = -2 | G = -7 | H = 2.4

(more compounds)
Codes: A = ATG4B inh; B = SENP1 inh; C = SENP8 inh; D = hIAP act; E = NR3A LBD binder; F = PfG6PD inh; G = SENP6 block; H = MPTP inh
Cc1ccc(OCCSc2nnc(C)c(=O)n2N)cc1
  A = 2 | B = 1 | C = 10 | D = 0.92 | E = 0 | F = -13 | G = -4 | H = -0.9
Cc1ccc(C)c(C(=O)CN2C(=O)NC3(CCc4ccccc43)C2=O)c1 (configuration not stated)
  A = -56 | B = 0 | C = 13 | D = 1.1 | E = 4 | F = 7 | G = 14 | H = -1.4
CCN(CC)C(=O)CSc1nnc([C@H](Cc2c[nH]c3ccccc23)NC(=O)OC(C)(C)C)o1
  A = -16 | B = 1 | C = 25 | D = 1 | E = 0 | F = 24 | G = 1 | H = 1.2
COc1ccccc1OCCNC(=O)c1cccs1
  A = 1 | B = -1 | C = 12 | D = 1.1 | E = -2 | F = 2 | G = -22 | H = -0.2
CCCS(=O)(=O)NCCc1cc2ccc(C)cc2[nH]c1=O
  A = -7 | B = -2 | C = -17 | D = 1.1 | E = -1 | F = -7 | G = 1 | H = -0.2
COC(CNC(=O)C(=O)NCC1OCCN1S(=O)(=O)c1ccccc1)OC (configuration not stated)
  A = 9 | B = -2 | C = 12 | D = 1.3 | E = 0 | F = -11 | G = -9 | H = 0.0
C=CCOc1ccc(C2C(C#N)=C(N)N(N(C)C)C3=C2C(=O)CCC3)cc1 (configuration not stated)
  A = -5 | B = 1 | C = 14 | D = 0.87 | E = 4 | F = 4 | G = 18 | H = -0.1
CCN(C(=O)c1ccc(S(=O)(=O)N2CCOCC2)cc1)C1CCS(=O)(=O)C1 (configuration not stated)
  A = -5 | B = -2 | C = 2 | D = 0.92 | E = 0 | F = 0 | G = -3 | H = 7.6
O=C(/C=C\c1cn(-c2ccccc2)nc1-c1ccccc1)Nc1nccs1
  A = 2 | B = -1 | C = -210 | D = 0.93 | E = 28* | F = -7 | G = -19 | H = 6.9
O=c1c2ccccc2nc(-c2ccc(Cl)cc2Cl)n1O
  A = -7 | B = 1 | C = 5 | D = 1.4 | E = -2 | F = 4 | G = -7 | H = -1.0
COc1ccc(/C=N/Nc2nc3ccccc3c(=O)n2-c2ccccc2)cc1OC
  A = -7 | B = 0 | C = -4 | D = 0.97 | E = -1 | F = 15 | G = 7 | H = -10
CC1C2(C)OC(=N)C(C#N)(C(C)O2)C1(C#N)C#N (configuration not stated)
  A = 0 | B = -66 | C = -430 | D = 1 | E = -1 | F = -7 | G = -28 | H = -0.6
COc1ccc(C(c2nnnn2C2CCCC2)N2CCC(C)CC2)c(OC)c1 (configuration not stated)
  A = -4 | B = 2 | C = 7 | D = 1 | E = -5 | F = 2 | G = -1 | H = -1.6
COc1ccccc1C(=O)Nc1cccc(Oc2c(F)c(F)c(F)c(F)c2F)c1
  A = 8 | B = 2 | C = 16 | D = 0.96 | E = -16 | F = 25 | G = -14 | H = -0.1
COCCSc1ccccc1C(=O)Nc1ccccc1C(C)C
  A = -2 | B = 1 | C = -1 | D = 1.1 | E = 0 | F = 1 | G = -3 | H = -1.4

Codes: A = ATG4B inh; B = SENP1 inh; C = SENP8 inh; D = hIAP act; E = NR3A LBD binder; F = PfG6PD inh; G = SENP6 block; H = MPTP inh
Cc1c(Cl)cccc1NC(=O)NC1CCCCC1
  A = 13 | B = -1 | C = 21 | D = 0.91 | E = -2 | F = -1 | G = -2 | H = 3.0
O=C(N/N=C\c1cc(Br)c(Br)o1)c1cncc(Br)c1
  A = 3 | B = 0 | C = -31 | D = 1.1 | E = -4 | F = 2 | G = -10 | H = 9.3
Cc1ccnc(NC(=O)CSc2cc(=O)n(C)c3ccccc23)c1
  A = -14 | B = 1 | C = -24 | D = 1 | E = 0 | F = -8 | G = 2 | H = 1.6
CC(C)(C)C(=O)CSc1ncccn1
  A = -1 | B = 1 | C = 4 | D = 0.98 | E = 0 | F = 25 | G = -8 | H = -0.6
CC1CCCN(S(=O)(=O)c2ccc(NC(=O)C3CCN(C(=O)c4ccco4)CC3)cc2)C1 (configuration not stated)
  A = -17 | B = 0 | C = 1 | D = 1 | E = 3 | F = -2 | G = -66 | H = -1.6
Cc1ccc(S(=O)(=O)NC(C)CCc2ccccc2)cc1C(N)=O (configuration not stated)
  A = -5 | B = 0 | C = 6 | D = 1.4 | E = -4 | F = -3 | G = 2 | H = -0.1
COCCCN(C(=S)Nc1cc(Cl)cc(Cl)c1)C(C)c1ccncc1 (configuration not stated)
  A = -3 | B = 0 | C = 15 | D = 1 | E = -6 | F = 30 | G = 3 | H = 93*
O=C(NCCN1C(=O)C2C3C=CC(C3)C2C1=O)N1CCOCC1 (configuration not stated)
  A = -1 | B = 1 | C = 20 | D = 1.1 | E = -2 | F = -2 | G = -25 | H = -0.4
COCCn1c(N)c(N(Cc2ccccc2)C(=O)c2oc3ccccc3c2C)c(=O)[nH]c1=O
  A = -6 | B = -7 | C = -38 | D = 0.92 | E = -1 | F = -8 | G = -2 | H = 5.0
Cc1cc(N)n(Cc2cccs2)n1
  A = -4 | B = -2 | C = 12 | D = 1.1 | E = 1 | F = -10 | G = 7 | H = 0.4
CCCCNC(=O)C(=O)c1ccccc1NC(C)=O
  A = -6 | B = 1 | C = 12 | D = 1 | E = 2 | F = -5 | G = 7 | H = 11
O=C(N/C(=C/c1ccc(Br)cc1)C(=O)N1CCOCC1)c1ccco1
  A = 1 | B = 1 | C = 2 | D = 0.71 | E = 2 | F = -9 | G = 2 | H = -0.5
O=C(CSc1nnc2ccccn12)N1CCc2ccccc2C1
  A = -14 | B = 1 | C = 4 | D = 1 | E = -2 | F = -6 | G = -19 | H = -0.1
CC1=C(C(=O)OCc2ccccc2)C(c2ccc3c(c2)OCO3)NC(=O)N1CCCC(=O)O (configuration not stated)
  A = 5 | B = 0 | C = 0 | D = 0.98 | E = 0 | F = -23 | G = -15 | H = -0.2
COCCn1c(=O)[nH]c2cc(C(=O)Nc3cccc(F)c3)ccc2c1=O
  A = -2 | B = -1 | C = -18 | D = 1 | E = 1 | F = 0 | G = 9 | H = 0.6

Codes: A = ATG4B inh; B = SENP1 inh; C = SENP8 inh; D = hIAP act; E = NR3A LBD binder; F = PfG6PD inh; G = SENP6 block; H = MPTP inh
Cc1ccc(CC(=S)N2CCOCC2)cc1
  A = -4 | B = -1 | C = 17 | D = 0.9 | E = 1 | F = 47 | G = -1 | H = 4.1
O=C(O)CCC(=O)N1CCc2cc(S(=O)(=O)NCCc3ccc(Cl)cc3)ccc21
  A = -1 | B = 2 | C = 6 | D = 1 | E = 1 | F = -53 | G = -1 | H = -2.0
c1ccc(CNc2cnccn2)cc1
  A = -3 | B = 1 | C = -290 | D = 0.77 | E = 3 | F = 2 | G = -1 | H = -0.5
CCCN(CCC)CC(=O)N1CC(=O)Nc2ccccc21
  A = 7 | B = 1 | C = 6 | D = 1.1 | E = 0 | F = -18 | G = -8 | H = -1.3
O=C(Nn1cnnc1)C(c1ccccc1)c1ccccc1
  A = -6 | B = -1 | C = 10 | D = 0.87 | E = -2 | F = -3 | G = -9 | H = -2.7
O=C(O)c1ccc(-n2cccc2/C=N\NC(=O)c2cc3cc(Br)ccc3o2)cc1
  A = -3 | B = -10 | C = -289 | D = 1 | E = -6 | F = 32 | G = -32 | H = 1.7
Cc1cc(C)cc(OCC(=O)Nc2nc(-c3cccnc3)cs2)c1
  A = -1 | B = 1 | C = -3 | D = 1.3 | E = 1 | F = 35 | G = -11 | H = 1.3
CC(C)OC(=O)c1c(NC(=O)c2ccco2)sc2c1CCCC2
  A = 1 | B = -3 | C = -329 | D = 0.84 | E = 2 | F = -4 | G = 13 | H = 0.5
CCN(CC)Cc1c(C(=O)N/N=C/c2cccc3ccccc23)nnn1-c1nonc1N
  A = -26 | B = 2 | C = 3 | D = 1 | E = -4 | F = 2 | G = 8 | H = 0.5
O=C(NC1CCCCC1)c1cc([N+](=O)[O-])[nH]n1
  A = 8 | B = 1 | C = 20 | D = 0.98 | E = -5 | F = 3 | G = -13 | H = -2.3
CCOC(=O)CCCNC(=O)COC(=O)c1cccc(F)c1
  A = -11 | B = 0 | C = -1 | D = 1 | E = -2 | F = -12 | G = -10 | H = -0.8
Cc1nnc(SCc2nnc(-c3cccs3)o2)n1Cc1ccccc1
  A = -4 | B = 4 | C = 27 | D = 1.1 | E = -1 | F = 2 | G = -9 | H = -1.8
